Source: PubChem BioAssay
Kir21 inh: blocks the mouse Kir2.1 inward-rectifier potassium channel; HEK293-Kir2.1, FluxOR thallium flux fluorescence; hits give low values; P35561; 310,000 tested, 0.85% active; B-score at 10 µM;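 active = fluorescence ratio B-score at or below minus 3 SD of library scores, with starting-brightness B-score within 2 SD, cut at about -4.2 in these data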;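 also: channel flux triggered by added potassium and thallium sulfate stimulus; B-score of peak minus minimum fluorescence over baseline after thallium stimulus; more negative B-score means stronger Kir2.1 block with less thallium influx; some compounds called inactive have numbers as strong as hits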
KCNQ2 inh: KCNQ2 potassium channel inhibitors, primary screen, cell-based, CHO-K1, FluxOR thallium flux, B-score (AID 2156); 20 min; hits give low values; O88943; 310,000 tested, 1.1% active; B-score at 10 µM;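 active = fluorescence ratio B-score at most minus 3 library SDs, with starting brightness B-score within 2 library SDs, cut at about -5.5 in these data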
Target sequence (O88943 whole entry, looked up): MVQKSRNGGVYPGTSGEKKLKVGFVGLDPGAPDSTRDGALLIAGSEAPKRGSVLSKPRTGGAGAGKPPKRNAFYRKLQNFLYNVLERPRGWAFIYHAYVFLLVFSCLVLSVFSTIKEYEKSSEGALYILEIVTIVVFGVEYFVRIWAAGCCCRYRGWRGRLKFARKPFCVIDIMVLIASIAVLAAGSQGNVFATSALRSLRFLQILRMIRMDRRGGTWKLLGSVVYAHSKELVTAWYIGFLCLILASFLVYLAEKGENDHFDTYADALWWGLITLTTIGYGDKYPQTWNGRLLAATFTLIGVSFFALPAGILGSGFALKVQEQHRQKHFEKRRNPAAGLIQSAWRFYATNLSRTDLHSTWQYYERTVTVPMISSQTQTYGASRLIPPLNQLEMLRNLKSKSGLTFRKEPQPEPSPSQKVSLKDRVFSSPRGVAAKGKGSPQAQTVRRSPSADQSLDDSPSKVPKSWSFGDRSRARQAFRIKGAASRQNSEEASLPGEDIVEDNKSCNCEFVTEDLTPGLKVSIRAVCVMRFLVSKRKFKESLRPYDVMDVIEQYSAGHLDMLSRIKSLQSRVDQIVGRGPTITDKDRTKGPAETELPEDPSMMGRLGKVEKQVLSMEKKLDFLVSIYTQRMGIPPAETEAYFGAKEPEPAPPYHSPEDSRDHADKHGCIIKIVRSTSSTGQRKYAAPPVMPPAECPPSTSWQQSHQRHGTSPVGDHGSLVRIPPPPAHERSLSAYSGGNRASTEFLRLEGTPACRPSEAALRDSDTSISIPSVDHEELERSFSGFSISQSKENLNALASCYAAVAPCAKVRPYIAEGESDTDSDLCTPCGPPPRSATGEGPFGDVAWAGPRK
Active calls of the source: *; i = inactive.

Kir21 inh | KCNQ2 inh | SMILES
1 | i | Cc1ccc(-n2c(Cn3ncc4ccccc4c3=O)n[nH]c2=S)cc1
-0.75 | i | Cc1nc(-c2ccccn2)nc(SCC(=O)N2CCOCC2)c1Cl
-0.2 | i | O=C(CN1CCOCC1)Nc1ncc(Cc2cccc(Cl)c2Cl)s1
-0.06 | i | CN(c1ccc(C(=O)NCC2CCCO2)cc1)S(=O)(=O)c1ccccc1 (stereo not drawn)
-0.99 | i | Cn1nnnc1NCc1c(F)cccc1Cl
-1.7 | i | CCOC(=O)c1ccc(Nc2nnc(C(C)(C)C)c(=O)[nH]2)cc1
-3.1 | i | O=C(Cc1cccs1)N1CCN(S(=O)(=O)c2ccccc2)CC1
-1.2 | i | COc1ccc(Cl)c2sc(N(CCN(C)C)C(=O)CCS(=O)(=O)c3ccc(C)cc3)nc12
-1 | i | Cc1ccc(N2CC(C(=O)N3CCC(C(=O)Nc4nncs4)CC3)CC2=O)cc1 (stereo not drawn)
0.02 | -9.9* | CCC(C)(C)n1nnnc1C(c1ccc(C)cc1)N(Cc1ccco1)Cc1cccs1 (stereo not drawn)
1.4 | i | Cc1ccc(NS(=O)(=O)c2ccc(C(=O)OCC(=O)Nc3cc(C)on3)cc2)cc1
0.03 | i | Cc1ccc(-c2nnc(C)c(N3CC(C)OC(C)C3)n2)cc1 (stereo not drawn)
0.01 | i | O=C(NNS(=O)(=O)c1ccc(Cl)cc1)c1cccc(S(=O)(=O)N2CCOCC2)c1
-0.02 | i | COc1cc(OC)cc(C(=O)NCC(=O)N2CCCCC2)c1
1.8 | i | Cn1ncc([N+](=O)[O-])c1C(=O)Nc1nccs1
-2.3 | i | CN(C)C(=O)C1CCC(=O)N1Cc1cccs1 (stereo not drawn)
0.02 | i | CCOC(=O)NC(=O)c1cn(Nc2ccccc2)c(=O)[nH]c1=O
0.1 | i | CCc1ccc(/C=C2/SC(=S)N(CCC(=O)Nc3cccc(C(=O)O)c3)C2=O)cc1
-0.39 | i | O=C1CC(N2CCN(c3ccc(F)cc3)CC2)C(=O)N1c1ccc(F)cc1 (stereo not drawn)
0.52 | i | Cc1ccc(N(CC(O)CN2CCCCC2)S(=O)(=O)c2ccccc2[N+](=O)[O-])cc1 (stereo not drawn)
0.73 | i | Cc1ccc2[nH]c3c(=O)n(CCC4=CCCCC4)cnc3c2c1
0.68 | i | Cc1ccc(NC(=O)c2ccco2)c(NC(=O)C2CCCO2)c1 (stereo not drawn)
-0.2 | i | O=C(O)c1n[nH]c2ccccc12
0.03 | i | O=C1COc2ccc(S(=O)(=O)N3CCN(c4cccc(C(F)(F)F)c4)CC3)cc2N1
-1.6 | i | CCN1CCN(C(=O)c2ccccc2Nc2ccc(SC(F)F)cc2)CC1
-0.33 | i | CCn1cc(C(C)(C)C)c(C#N)c1NC(C)=O
-0.04 | i | Cc1ccccc1-c1nnc(SCC(=O)NC2CCCC2)n1C
-0.27 | i | CCc1ccc(NC(=O)c2cc(-c3ccc4c(c3)OCO4)on2)cc1
-0.01 | i | CCN(CC)CCn1c2ccccc2c2nc3ccccc3nc21
2.1 | i | CC(C(=O)NCC1CCCO1)N1C(=O)C2C3CC(C(Br)C3Br)C2C1=O (stereo not drawn)
-1.8 | i | Cc1cnc(C(=O)OCC(=O)c2ccc[nH]2)cn1
-2.6 | i | CCCOC(=O)/C(C(N)=NCc1ccccc1)=C(\O)OCCC
0.07 | -6.2* | C/C(=C\C(=O)c1ccc(Br)cc1)Nc1cccc(Cl)c1
0.83 | i | O=C(CC(NS(=O)(=O)c1ccc(Cl)cc1)c1ccco1)NC1CCCC1 (stereo not drawn)
-0.71 | i | O=c1[nH]c2ccccc2nc1N1CCOCC1
0.29 | i | CC1(C(=O)NC2CCCC2)CCC(=O)N1Cc1ccccc1 (stereo not drawn)
-0.64 | i | Cc1ccc(C)c2[nH]c(=O)c(CN(CCN3CCOCC3)Cc3nnnn3CC3CCCO3)cc12 (stereo not drawn)
-0.68 | i | NN/C(=C\[N+](=O)[O-])Nc1ccccc1
1.5 | i | O=C(Nc1cccc2ccccc12)c1ccc(OC(=S)N2CCOCC2)cc1
0.38 | i | COc1ccccc1OCC(=O)NNC(=O)CCCC(=O)NNC(=O)COc1ccccc1OC
0.73 | i | Cc1cc(/C=C(\C#N)C(=O)NCc2ccccc2)cc(C)c1O
-0.13 | i | CC1=NN(C(=O)CCc2ccc3c(c2)OCO3)C(O)(C(F)(F)F)C1 (stereo not drawn)
-1.2 | i | O=C(CSc1nnc(NC(=O)c2c(F)cccc2F)s1)NCC1CCCO1 (stereo not drawn)
0.31 | i | CN(Cc1nccn1C)C(=O)c1ccc(OC2CCN(CCc3ccccc3)CC2)cc1
-0.09 | i | CCN1C(=O)[C@H]2[C@@H](c3ccc(-c4ccc(F)cc4)c(OC)c3)N[C@@](CC(C)C)(C(=O)OC)[C@H]2C1=O

7 entries out of the list above, arranged by the value under Kir21 inh, falling:
Kir21 inh | KCNQ2 inh | SMILES
0.83 | i | O=C(CC(NS(=O)(=O)c1ccc(Cl)cc1)c1ccco1)NC1CCCC1 (stereo not drawn)
0.73 | i | Cc1cc(/C=C(\C#N)C(=O)NCc2ccccc2)cc(C)c1O
0.38 | i | COc1ccccc1OCC(=O)NNC(=O)CCCC(=O)NNC(=O)COc1ccccc1OC
-0.13 | i | CC1=NN(C(=O)CCc2ccc3c(c2)OCO3)C(O)(C(F)(F)F)C1 (stereo not drawn)
-1.2 | i | O=C(CSc1nnc(NC(=O)c2c(F)cccc2F)s1)NCC1CCCO1 (stereo not drawn)
-1.8 | i | Cc1cnc(C(=O)OCC(=O)c2ccc[nH]2)cn1
-2.6 | i | CCCOC(=O)/C(C(N)=NCc1ccccc1)=C(\O)OCCC

Going on with the list.
Kir21 inh | KCNQ2 inh | SMILES
-2 | i | Cc1ccsc1C(=O)OCC(=O)c1cc(C)n(CC2CCCO2)c1C (stereo not drawn)
-0.47 | i | CCCCCCCCCOC(=O)C[n+]1csc(CCO)c1C
-0.48 | i | CN1CCN(S(=O)(=O)c2ccc(Cl)c3ccccc23)CC1
-0.18 | i | Cc1ccc(Cn2ccc(NC(=O)c3nn(C)cc3[N+](=O)[O-])n2)cc1
-1.6 | i | COC(=O)c1ccc(CN2CCCC(C(=O)c3cc(F)ccc3OC)C2)cc1 (stereo not drawn)
1.5 | i | O=C(CCSc1nc(-c2ccco2)cc(C(F)(F)F)n1)N1CCN(c2ccccn2)CC1
0.19 | i | COc1ccc(-c2ccc(CCC(=O)O)n2NC(=O)c2ccc(O)cc2)cc1
-0.73 | i | CCCCCC(=O)N1CCN(c2ccc(C(C)=O)cc2F)CC1
0 | i | COC(=O)c1cccc(COC(=O)c2ccc(CS(=O)(=O)c3ccc(C)cc3)cc2)c1
0.67 | i | CCCCCC(=O)NNC(=O)c1ccc(-c2ccccc2)cc1
1.3 | i | Cc1ccccc1NC(=O)c1ccccc1NC(=O)c1ccco1
-0.87 | i | O=c1[nH]c2ccc([N+](=O)[O-])cc2nc1/C=C(\O)c1ccccc1
0.64 | -6.5* | COc1ccc(-c2nc(NC(=O)c3[nH]c(C)c(C(C)=O)c3C)sc2C)cc1
2.1 | i | COc1ccc(CNC(=O)c2ccc3c(=O)n(CCCN4CCCC4=O)c(=S)[nH]c3c2)cc1
1.4 | i | CCCC(=O)N(Cc1cc(=O)[nH]c2ccccc12)c1ccc(C)cc1
-0.34 | i | O=C(NCC(=O)N(c1ccc2c(c1)OCO2)C(C(=O)NC1CCCC1)c1ccncc1)c1ccco1 (stereo not drawn)
-0.45 | i | CC(C)CN1CCNC(=O)C1CC(=O)NCCc1cnn(-c2ccccc2)c1 (stereo not drawn)
-1.3 | i | CC1CCCCN1C/C=C/c1ccccc1[N+](=O)[O-] (stereo not drawn)
0.57 | i | CCc1nc2ccccc2c(C(=O)O)c1C
0.1 | i | COc1ccc(NC(=S)N2CCC(c3nc4ccccc4[nH]3)CC2)c(OC)c1
0.18 | i | O=C(O)CCc1nc2cc(Cl)ccc2n(Cc2ccccc2)c1=O
-2 | i | Cc1cccc(NC(=O)NCc2cccnc2)c1C
-1.1 | i | C=CC[N+]1(CC#Cc2ccccc2)CCCC1
0.39 | i | CC(C)(C)n1nc(Cc2cccc3ccccc23)c(C#N)c1N
-0.73 | i | CC(=O)N1CCCc2cc(S(=O)(=O)N3CCCC3)ccc21
-0.01 | i | Cc1ccc(S(=O)(=O)NCCNC(=O)c2ccccc2)cc1
-0.62 | i | Cc1nn(C)c(C)c1/C=N/NC(=O)c1csc2ccccc12
-1.1 | i | O=C(CSc1nc2c([nH]c3ccccc32)c(=O)n1-c1cccc(Cl)c1)N1CCOCC1
-1.3 | i | CC(C)c1nc(SCC(=O)Nc2ccc(N(C)C)cc2)c2ccccc2n1
-2.3 | i | O=C(CCc1ccccc1)Nc1nccs1

Complete entries as entered above. Screens in order: Kir21 inh	KCNQ2 inh
Record of Cc1ccc(S(=O)(=O)NCCNC(=O)c2ccccc2)cc1 → -0.01	i
Record of CC(=O)N1CCCc2cc(S(=O)(=O)N3CCCC3)ccc21 → -0.73	i
Record of O=C(CSc1nc2c([nH]c3ccccc32)c(=O)n1-c1cccc(Cl)c1)N1CCOCC1 → -1.1	i
Record of COc1ccc(NC(=S)N2CCC(c3nc4ccccc4[nH]3)CC2)c(OC)c1 → 0.1	i
Record of CC(C)c1nc(SCC(=O)Nc2ccc(N(C)C)cc2)c2ccccc2n1 → -1.3	i

(cont.)
Kir21 inh | KCNQ2 inh | SMILES
-0.31 | i | COc1ccc(S(=O)(=O)N2CCOCC2)cc1N=Nc1sc(N)nc1-c1ccccc1
-1.2 | i | CCC1CCCCN1CCCNC(=O)CNC(=O)c1nn(-c2ccc(OC)c(Cl)c2)c(=O)c2ccccc12 (stereo not drawn)
0.22 | i | C/C(=N\NC(=O)c1ccccc1O)c1c(O)cc(C)oc1=O
0.47 | i | COc1cccc(C2OC(=O)c3ccccc3N2C(C)=O)c1OC(C)=O (stereo not drawn)
0.97 | i | CCc1ccccc1N(CC(=O)NCC1CCCO1)C(=O)CCC(=O)Nc1cc(C)on1 (stereo not drawn)
-1.3 | i | CCCn1c(=O)c(C(=O)N/N=C/c2ccccc2F)c(O)c2ccccc21
-0.91 | i | O=C(Oc1ccc(OC(=O)C2CCC2)cc1)C1CCC1
-1.3 | i | CCOC(=O)CCSc1nc(C)c2ccccc2n1
-0.12 | -5.6* | COc1cc(/C=C/c2ccc3cccc(OC)c3n2)c(OC(C)=O)c([N+](=O)[O-])c1
0.06 | i | COc1cc(C(=O)Nn2c(CC(C)C)nc3ccccc3c2=O)cc(OC)c1OC
0.18 | i | O=C(CCNS(=O)(=O)c1ccc2c(c1)CCC(=O)N2)NCc1cccnc1
-1.6 | i | CC1(C)C2CCC1(C)C(NC(=O)CCN1CCCCC1)C2 (stereo not drawn)
1.1 | i | Cc1cccc(NC(=O)c2nc[nH]c2C(=O)N[C@@H](CC(C)C)C(=O)OCc2ccccc2)c1
-2.5 | i | CCOc1ccccc1-n1c(SCC(=O)NCc2ccco2)nnc1-c1ccncc1
0.1 | i | O=C1C2C3C=CC(C3)C2C(=O)N1c1n[nH]c(-c2ccccc2)n1 (stereo not drawn)
-2.8 | i | C(=N\Nc1nc2ccccc2[nH]1)/c1ccc2ncccc2c1
1.8 | i | CCN1C(=O)/C(=C2\C=Cc3ccccc3N2CC)SC1=S
0.24 | i | COc1ccc(-c2noc(CCC(=O)NC3CCCCCC3)n2)cc1
-0.51 | i | COC(=O)c1ccc(CNC(=O)C23CC4CC(CC(C4)C2)C3)cc1
-0.95 | i | COc1ccc(-c2nc3ccc(C)cn3c2NCc2ccc3c(c2)OCO3)cc1
0.12 | i | COc1ccc(C(=O)Nc2ccc3c(c2)OCO3)cc1OC
0.01 | i | O=C(COC(=O)[C@@H]1CC(O)CN1S(=O)(=O)c1ccccc1[N+](=O)[O-])c1ccccc1 (stereo partly drawn)
-3.1 | i | O=C1Nc2cc(C(=O)NCCCN3CCCC3)ccc2S/C1=C/c1ccccc1F
-2.9 | i | COc1cc(/C=C/C(=O)OCC(=O)NC(=O)NC(C)C)ccc1OCC#N
-1.1 | i | Cc1cccc(OCCSc2cc(C)nc(N)n2)c1
0.14 | i | Cn1c(=NC(=O)CN2C(=O)C3CC=CCC3C2=O)sc2ccccc21 (stereo not drawn)
-1.1 | i | CC1Cc2cc(/C(O)=C3/C(=O)C(=O)N(CC4CCCO4)C3c3ccco3)ccc2O1 (stereo not drawn)
-0.03 | i | Cc1noc(C)c1C(=O)N1CCN(S(=O)(=O)c2ccc(F)cc2)CC1
1.7 | i | CCc1ccc(OCc2nnc(NC(=O)c3cccs3)s2)cc1
-0.58 | i | COc1ccc(N(CC(=O)NCc2ccccc2C)S(=O)(=O)c2ccc(C)cc2)cc1OC
-0.07 | i | Cc1ccc(NC(=O)CCc2c(C)nn(-c3ccc(N4CCOCC4)nn3)c2C)c(C)c1
-1.1 | i | CSc1ccccc1NC(=O)CN(C)CC(=O)Nc1ccccc1N1CCOCC1
-0.75 | i | O=C(COC(=O)CCSc1ccccc1)NCc1ccccc1Cl
0.49 | i | O=C(Nc1ccc2ccccc2c1)NC1CCS(=O)(=O)C1 (stereo not drawn)
0.17 | i | CCc1noc(C)c1C(=O)Nc1cccc(S(=O)(=O)N2CCCCCC2)c1
0.08 | i | CCOC(=O)c1c(-c2cccc3ccccc23)csc1NC(=O)C1C2CCC(O2)C1C(=O)O (stereo not drawn)
-0.78 | i | CC(C)c1ccc(S(=O)(=O)N2CCN(C(=O)c3cc([N+](=O)[O-])ccc3N3CCOCC3)CC2)cc1
-0.41 | i | Cc1cccc(OCc2nn[nH]n2)c1C
-0.37 | i | O=C(NNC(=S)NC(=O)c1cccs1)c1ccc(NC(=O)c2ccccc2)cc1
0.15 | i | COCCNC(=O)c1ccc2c(c1)ncn2-c1ccc(F)c(F)c1
0.6 | i | Cc1[nH]n(-c2ccccc2)c(=O)c1C=Nc1ccc2[nH]c(=O)[nH]c2c1
-0.73 | i | COc1ccc2c(C)cc3nnnn3c2c1
